TROY NFkB inh: inhibitors of TROY-dependent NF-kB signaling; Q293 LMP1-TROYcd NF-kB luciferase reporter, 4 h; inhibition, % at 10 µM; 0.98% of 360,000 active;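 active means compounds whose plate-normalised and pattern-corrected inhibition of the luciferase reporter signal at the single screening dose is 50% or more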
KKLEB cytotox: reduces viability of KKLEB cystic fibrosis airway cells | 0.36% of 360,000 active | AID 602141 | activity change (cytotoxicity), % at 5 µM | KKLEB CF airway cells viability, ATPlite luminescence, overnight; hits give low values; cells stimulated with P. aeruginosa culture filtrate;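 active means corrected activity change at or below -50% at 5 µM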
TWEAK Fn14 block: blocks TWEAK-Fn14 interaction in a reporter cell assay; TWEAK-stimulated Fn14 reporter cells, luciferase luminescence, 8 h; inhibition, % at 10 µM; 2% of 360,000 active; in the data active means inhibition above about 50%
C8 TRAIL sens: sensitizes caspase-8 expressing cells to TRAIL. inhibition (viability loss, TRAIL sensitization), % at 10 µM. AID 624354. 1% of 360,000 active. NB7+C8 cells + TRAIL, ATPlite viability luminescence;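 active means compounds causing at least 50% loss of cell viability in the single-dose screen, relative to plate controls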
COUP-TFII inh: inhibitors of human COUP-TFII (NR2F2); 0.7% of 370,000 active; HEK293T NGFI-A luciferase reporter, luminescence; inhibition, % at 8.6 µM;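 active means inhibition above a per-plate cutoff, mean inhibition of test wells between control levels plus 3 SD, cut at about 38% in these data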;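 further: cells cotransfected with COUP-TFII expression vector driving the NGFI-A reporter; 0% = median of COUP-TF2 test wells and 100% = reporter-only cells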
NCOA1 inh: inhibits human SRC1 coactivator | AID 588354 | HEK293 GAL4-SRC1 luciferase reporter, luminescence | 0.12% of 360,000 active | inhibition, % at 3.6 µM;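 active means inhibition above the campaign mean plus 3 SD, with each screening campaign given its own cutoff, cut at about 60% in these data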;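 further: 0% = DMSO treated cells and 100% = gossypol at 36 µM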
Shn3 inh set2: Schnurri-3 reporter inhibition in Clone20 osteoblasts; inhibition, % at 12.5 µM; AID 588674; 0.52% of 360,000 active; Clone20 osteoblast Shn3 3'UTR firefly luciferase, 24 h;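 active means mean inhibition of at least 75% with every replicate also reaching 75%; inconclusive means mean inhibition at least 75% but some replicate below; inactive means mean inhibition below 75%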;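 further: 0% = median of neutral control wells and 100% = pilot-screen positive control compound; some compounds past the cut are filed as inactive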
EBV LMP1 NFkB: reduces LMP1-driven NF-kappaB luciferase signal; LMP1-induced NF-kappaB luciferase reporter cells, luminescence; inhibition, % at 12.5 µM; 0.69% of 350,000 active; in the data active means inhibition above about 41%; inconclusive means no clear call, values can overlap the other calls;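 further: 0% = neutral control wells and 100% = reference inhibitor control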
CF NFkB block: inhibitors of cystic fibrosis induced NF-kB. KKLEB NF-kB-GFP reporter, PAF-induced, GFP fluorescence overnight. inhibition, % at 5 µM. 0.86% of 360,000 active. AID 588850;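 active means at least 50% inhibition at 5 µM, scaled per plate between neutral and stimulator controls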;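 further: PAF is a Pseudomonas aeruginosa culture filtrate used as stimulus; plate controls were PAF-stimulated DMSO wells for no effect and unstimulated DMSO wells for full effect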
SRC3 inh: human NCOA3 inhibition. Q9Y6Q9. HEK293 GAL4-SRC3 luciferase reporter, luminescence. inhibition, % at 3.6 µM. 0.17% of 360,000 active. AID 588352;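 active means inhibition above a per-campaign cutoff, the mean of all compounds plus 3 SD, cut at about 60% in these data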;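 further: 0% = DMSO-treated cells and 100% = gossypol-treated cells at 36 µM; higher means less SRC3-driven luciferase light from the GAL4 reporter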
LRH-1 inv ag: suppresses constitutive activity of human LRH-1 | O00482 | HEK293T StAR-luciferase reporter, LRH-1 transfected, 24 h | inhibition, % at 3.6 µM | 0.13% of 360,000 active;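 active means inhibition above the mean inhibition of all tested compounds plus 3 SD, cut at about 73% in these data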;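 further: 0% = DMSO wells and 100% = reporter-only cells lacking LRH-1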
* hit, by the source's call; ? = inconclusive; · = no result given.

SMILES	TROY NFkB inh	KKLEB cytotox	TWEAK Fn14 block	C8 TRAIL sens	COUP-TFII inh	NCOA1 inh	Shn3 inh set2	EBV LMP1 NFkB	CF NFkB block	SRC3 inh	LRH-1 inv ag
CC(OC(=O)c1ccc(S(=O)(=O)NCc2ccco2)cc1)C(=O)Nc1ncc(Cl)cc1Cl (stereo not drawn)	9	7	3	-1	9	-16	19	15	-2	16	-1
Cc1c(Cc2ccccc2)c(=O)[nH]c(=O)n1C	3	6	-7	-12	-5	-28	-4	-3	-20	1	10
Cc1c(Cl)cccc1NC(=O)NNC(=O)CCc1ccccc1	6	-14	-15	5	-5	-1	11	-2	-17	11	-2
Cn1c(=O)[nH]c(=O)c2c1nc(CN1CCN(Cc3ccccc3)CC1)n2CC(N)=O	-18	-13	10	-3	-4	-5	3	-2	19	-2	6
COc1cccc(NC(=O)C(=O)NCCC2CCCCN2S(=O)(=O)c2cccs2)c1 (stereo not drawn)	-40	-3	-19	4	-26	-76	-119	-31	-6	-72	-84
COc1ccccc1NC(=O)CCNS(=O)(=O)c1ccc2c(c1)CCN2C(C)=O	3	0	16	4	1	1	-2	-3	-1	10	-5
COc1c(F)cccc1C1=CC(=O)C[C@H](c2ccc(F)cc2)C1	-13	-8	-2	2	5	-12	17	-13	8	-15	5
COc1ccc(C(=O)CC(=O)C(=O)Nc2ccc([N+](=O)[O-])cc2C)cc1	-17	-5	1	6	-12	-4	-7	4	4	10	7
COc1ccc(-c2c(C#N)c(N)nc(Sc3ccc(Cl)cc3)c2C#N)cc1	29	-32	-19	1	-4	-18	-4	-45	33	9	6
COc1ccccc1CNC(=O)C[C@@H]1C[C@H]2c3cc(NC(=O)c4ccc5c(c4)OCO5)ccc3O[C@H]2[C@@H](CO)O1	-3	-2	-16	2	0	-33	0	0	7	-26	2
NC(=O)c1oc2ccccc2c1NC(=O)c1ccco1	11	4	-11	5	10	3	-2	-10	-38	-11	-3
Cc1ccc(S(=O)(=O)CCC(=O)N(Cc2nnc(-c3ccc(Cl)cc3)o2)C2CC2)cc1	-17	0	-25	3	7	-16	-20	1	19	2	-5
CN1CCc2c(OCC(=O)N3CCC(Cc4ccccc4)CC3)cccc2C1=O	18	-1	15	10	26	9	79	22	-2	21	1
COc1cccc(N2CCN(C(=O)CNC(=O)c3sc4ccccc4c3Cl)CC2)c1	15	-8	-13	-8	-5	1	20	6	14	1	2
C[C@@H]1CCCCO[C@H](CN(C)S(=O)(=O)c2cccs2)[C@@H](C)CN([C@H](C)CO)C(=O)c2cc(NC(=O)C3CCCCC3)ccc2O1	-5	3	11	-9	-3	-1	-17	-4	6	6	8
CN(C(=O)COc1ccc(C(C)(C)C)cc1)C1CCS(=O)(=O)C1 (stereo not drawn)	20	-11	4	-19	11	5	-2	-1	21	2	-3
COc1ccccc1NC(=O)CSc1nnc(-c2ccoc2C)n1CCc1ccccc1	1	0	-8	26	-7	7	9	-3	7	18	-15
CCN(CC)CCN1C(=O)c2oc3ccccc3c(=O)c2C1c1ccc(C)cc1 (stereo not drawn)	·	-12	27	-6	-14	-10	-16	-3	-1	-10	4
Cc1ccc2nc(CN(C)C(=O)[C@H]3O[C@@H](n4ccc(N)nc4=O)[C@H](O)[C@@H]3O)[nH]c2c1	0	-26	16	6	13	-11	3	·	-2	-13	-16
O=C(NC(=S)Nc1ccc(S(=O)(=O)N2CCCCC2)cc1)c1cccs1	-10	1	4	3	9	-1	30	1	12	16	14
Cc1cccc(CN2CCCC(C(=O)N3CCc4ccccc4C3)C2)c1 (stereo not drawn)	17	-1	-4	-3	8	10	4	4	-2	6	8
O=C(Cc1n[nH]c(=O)c2ccccc12)N1CCN(S(=O)(=O)c2ccc(F)c(Cl)c2)CC1	7	17	9	-7	-1	-12	5	-14	2	-14	10
COc1ccc(COC(=O)NNC(=O)c2ccccc2Cl)cc1	0	1	-1	11	1	-13	7	-1	-8	-3	13
Cc1cccc(C)c1NC(=S)NC(=O)c1ccc(Br)o1	2	24	0	-5	5	11	9	-4	0	15	20
CC1CCC/C(=N/Nc2ccc([N+](=O)[O-])cc2[N+](=O)[O-])C1 (stereo not drawn)	8	3	-1	-4	-5	-68	9	-13	-15	0	1
O=C(COc1ccc2ccccc2c1)NNC(=O)[C@@H]1CCCC[C@@H]1C(=O)O	-21	2	0	6	-18	-5	-6	31	-5	6	5
O=C(CCCN1C(=O)/C(=C/c2ccccc2)SC1=S)NCCCn1ccnc1	-30	-13	6	-14	35	7	5	·	10	24	12
COc1ccc(-c2cc(C(=O)Nc3ccc(C(N)=O)cc3)c3ccccc3n2)cc1	-53	-12	-25	44	-33	-65	-40	-31	-6	-72	-63
COc1ccc(Oc2ccccc2C#N)cc1	-50	6	-3	-8	-25	7	-1	-15	-6	-1	1
O=C1C(=O)N(c2ccccn2)C(c2ccc(Br)cc2)/C1=C(/O)c1ccc(Br)cc1 (stereo not drawn)	-40	-12	-20	16	1	-17	-22	15	-5	-2	-13
COC(=O)[C@@H](NC(=O)N1CCN(C(=O)C2COc3ccccc3O2)CC1)C(C)C (stereo partly drawn)	-8	-13	7	4	-24	10	2	0	6	9	-7
CCOC(=O)C1(Cc2cccc(OC)c2)CCCN(S(=O)(=O)CC)C1 (stereo not drawn)	-1	7	-10	-2	20	0	13	8	3	-6	-4
COc1ccc(-c2cn3nc(SCC(=O)NCC4CCCO4)ccc3n2)cc1 (stereo not drawn)	-21	-6	-18	47	-23	-98	-57	-3	8	-101	-97
COc1ccccc1CNS(=O)(=O)c1ccc(NC(C)=O)cc1	11	-18	17	14	14	-12	23	3	-6	9	-20
COc1ccc(-c2nn(C)c3sc(C(=O)N4CCOCC4)cc23)cc1OC	12	-5	-11	5	-4	0	7	1	-5	14	2
CC(C)C(C)NC(=O)COC(=O)c1cccc(C(=O)OCC(=O)NC(C)C(C)C)n1 (stereo not drawn)	-31	7	12	-4	-16	-4	-4	-5	-2	0	-5
COc1ccc(-c2nc(CS(=O)CC(=O)NC3CCCCC3)c(C)o2)cc1OC (stereo not drawn)	0	3	-8	-10	·	4	-15	-2	4	13	20
Cc1cc(NS(=O)(=O)c2ccc(NC(=S)NC(=O)c3ccccc3)cc2)no1	-5	-6	0	11	6	-10	13	-2	1	10	-24
O=C(Nc1ncc2c(n1)-c1ccccc1CC2)C1CC1	8	21	16	-2	-3	5	-20	-13	-35	7	-1
Clc1ccc(-c2cccs2)nn1	1	-9	8	1	5	-6	2	3	-17	19	-1
CCOc1ccccc1C1C(C#N)=C(N)Oc2cc(C)n(Cc3ccccn3)c(=O)c21 (stereo not drawn)	0	2	-13	0	11	-1	-2	7	-12	17	9
COc1ccc(C/C(N)=N/OC(=O)Cc2ccc(OC)c(OC)c2)cc1	7	-3	0	-20	-3	9	0	-5	9	-4	-15
CSc1nc(N)c(NC(=O)c2ccc(Br)o2)c(=O)[nH]1	7	10	-3	-1	6	-31	-3	6	-46	1	-7
CCN1CCN(c2cc(C)c3cc(NC(=O)c4ccc(OC)c(OC)c4)ccc3n2)CC1	5	-6	-64	29	-17	-19	-39	-45	0	-15	2
CN=C(Nc1cc(C)nn1CCC#N)c1ccccc1	5	-4	0	10	-1	10	-4	1	7	15	8
CN(C(=O)COc1nnc(-c2cccs2)c(-c2cccs2)n1)c1ccccc1	15	6	9	-13	-11	-11	4	-3	18	1	2
Cc1ccc([C@H]2C[C@H](O)[C@@H](n3cc(COC(=O)c4ccccc4)nn3)CN2CC2CCCCC2)cc1	-28	-15	7	7	-8	-9	15	5	58*	-8	7
CC(C)(CN1CCc2ccccc2C1)NS(=O)(=O)c1ccc(Cl)cc1	-4	1	3	-9	3	1	10	-4	25	16	-10
O=C(CNC(=O)c1ccco1)NNC(=O)c1n[nH]c(=O)c2ccccc12	-2	-1	-7	-12	9	-12	15	1	-19	-7	-7
Cc1c(NC(=O)C(C)Sc2nccn2C)c(=O)n(-c2ccccc2)n1C (stereo not drawn)	1	1	1	1	15	-10	14	22	-18	15	1
COc1ccc(-n2ccnc2SCC(=O)Nc2cc(C)on2)cc1	-2	-10	-11	-4	12	-23	-4	-1	26	-21	5
CN(C)CCCNc1ccc(S(N)(=O)=O)cc1[N+](=O)[O-]	-1	3	-14	-18	-6	-3	11	9	5	13	1
C=CCNC(=O)c1ccccc1SCc1c(C)noc1C	-20	15	-1	1	-16	-12	6	-1	8	2	3
COc1ccccc1OCC(=O)Nc1ccccc1C(=O)NC1CC1	-11	-4	10	-2	5	-20	-10	-10	9	19	-3
C[C@@H]1CN([C@H](C)CO)C(=O)CCCn2nncc2CO[C@H]1CN(C)Cc1ccc(O)cc1	-12	-9	3	-6	-16	-6	-12	1	2	15	-2
O=C(CSc1ncn[nH]1)NC1CCCc2ccccc21 (stereo not drawn)	-18	14	-1	14	-8	-3	-4	-6	6	5	19
COc1ccc(C(NCC(=O)Nc2c(C)cccc2C)c2ccccc2)cc1 (stereo not drawn)	-7	-6	-16	-6	7	4	6	-5	3	-3	-5
O=C(/C=C/C(Cl)(Cl)Cl)Nc1ccc(Cl)cc1	1	-24	-2	93*	-1	-20	45	-2	9	-19	10
O=C(NC(NC(=S)Nc1c(Cl)cc(Cl)cc1Cl)C(Cl)(Cl)Cl)OCc1ccccc1 (stereo not drawn)	37	-39	38	10	3	1	?	12	44	18	22
CCCC1C(C#N)=C(N)Oc2cc(C)n(C)c(=O)c21 (stereo not drawn)	-17	4	-12	-5	-3	13	4	9	-9	3	13

Other compounds follow.
SMILES	TROY NFkB inh	KKLEB cytotox	TWEAK Fn14 block	C8 TRAIL sens	COUP-TFII inh	NCOA1 inh	Shn3 inh set2	EBV LMP1 NFkB	CF NFkB block	SRC3 inh	LRH-1 inv ag
CCOC(=O)c1cc2c(C)n(-c3ccc(OCC)cc3)c(C)c2cc(C(=O)OCC)c1=O	26	4	8	14	0	-14	-3	17	2	11	-3
CCn1c2ccccc2c2cc(NC(=O)C(=O)N3CCOCC3)ccc21	-53	3	-21	-5	-9	-72	-50	-26	-2	-17	-41
COc1cc(N)c(Cl)cc1C(=O)OC(C)C(=O)Nc1cccc(S(=O)(=O)N2CCOCC2)c1 (stereo not drawn)	9	0	-9	1	-3	-14	0	-6	24	-3	8
COc1ccccc1NC(=O)NCC(=O)Nc1c(C)cccc1C	21	8	-6	-14	7	1	-34	-10	-2	12	19
O=C1CC(c2cccc(Cl)c2)CC(O)=C1C=Nc1ccccc1 (stereo not drawn)	20	1	39	7	-4	0	22	1	-4	12	-7

Limited to COUP-TFII inh, TROY NFkB inh and EBV LMP1 NFkB, for some of the entries so far:
mol	COUP-TFII inh	TROY NFkB inh	EBV LMP1 NFkB
O=C(CNC(=O)c1ccco1)NNC(=O)c1n[nH]c(=O)c2ccccc12	9	-2	1
Cc1c(NC(=O)C(C)Sc2nccn2C)c(=O)n(-c2ccccc2)n1C (stereo not drawn)	15	1	22
COc1ccc(-n2ccnc2SCC(=O)Nc2cc(C)on2)cc1	12	-2	-1

Compound activity: PubChem, several laboratories

Some of the compounds tested; the hit share may differ from the screen's.
